Screening data: PubChem, several laboratories
NALP1 inh: inhibitors of NALP1 inflammasome in yeast; S. cerevisiae NALP1/ASC/caspase-1 growth, X-gal OD620, 72 h; inhibition, % at 10 µM; 0.61% of 280,000 active; in the data active = inhibition mostly above about 24%, no sharp cut-off; inactive = mostly below about 32%; note: some compounds called inactive have numbers as strong as hits
VIM-2 inhibitor: inhibitors of Pseudomonas aeruginosa VIM-2 metallo-beta-lactamase. 0.89% of 290,000 active. inhibition, % at 5.6 µM. purified VIM-2, nitrocefin hydrolysis, epi-absorbance fluorescence;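 active = inhibition above the mean of all tested compounds plus 3 SD, cutoff set per screening run, cut at about 7.5% in these data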;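 note: red hydrolysis product quenches plate fluorescence so inhibitors raise well fluorescence; 0% = enzyme with DMSO and 100% = DMSO without enzyme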
IDE act: activators of human insulin-degrading enzyme in cells. AID 493087. activation, % at 5.96 µM. HEK cells, FAbeta-B cleavage, fluorescence polarization; 0% vehicle, 100% cell-free pure enzyme wells. 0.073% of 340,000 active;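 active = activation above the mean of all tested compounds plus 3 SD, set per screening campaign, cut at about 17% in these data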
IMP-1 inhibitor: blocks Pseudomonas aeruginosa IMP-1 metallo-beta-lactamase; purified IMP-1, nitrocefin hydrolysis, epi-absorbance fluorescence; inhibition, % at 5.6 µM; 0.45% of 290,000 active; AID 1556;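 active = inhibition above the mean plus 3 SD of all compounds in the same screening run, cut at about 4.5% in these data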;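 note: 0% = IMP-1 with DMSO and 100% = DMSO wells lacking enzyme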
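Material – recombinant IMP-1 enzyme, purified · Amount – IMP-1 0.2 nM before substrate addition · Medium – HEPES buffer pH 7.1 with ZnSO4 and Brij 35 · Timing – 25 °C, 15 min preincubation, 25 min reaction · Measured by – plate fluorescence quenching by hydrolysis product, ex 480/em 530 nm · Read-out – percent enzyme inhibition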
IDE cell inh: inhibits human insulin-degrading enzyme in HEK cells | inhibition, % at 5.59 µM | 0.41% of 320,000 active | FAbetaB cleavage, fluorescence polarization | P14735;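 active = percent inhibition above the average of all tested compounds plus 3 SD, set per screening campaign, cut at about 16% in these data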;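 note: IDE supplied by intact live HEK cells; FP after avidin binding of uncleaved biotin substrate so inhibition keeps polarization high; 0% = DMSO wells and 100% = 60 µM reference IDE inhibitor Ii1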
M18AAP inhibitor: PfM18AAP enzyme inhibition | AID 1822 | 1.2% of 290,000 active | inhibition, % at 7.35 µM | recombinant PfM18AAP, H-Glu-NHMec fluorogenic cleavage;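 active = inhibition above the campaign mean inhibition over all tested compounds plus 3 SD, cut at about 28% in these data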;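 note: 0% = plate median of test compound wells and 100% = 2 mM ZnCl2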
GPR7 antag: antagonists of human GPR7 (neuropeptides B/W receptor 1); GPR7-expressing cells, fluorescence antagonist assay; inhibition, % at 4.4 µM; 1.1% of 290,000 active; AID 1861; in the data active = inhibition above about 16%, passing the limit was not always enough;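 note: cells stimulated with the agonist NPW; 0% = agonist with vehicle and 100% = vehicle without agonist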
Target sequence (P48145 whole entry, looked up): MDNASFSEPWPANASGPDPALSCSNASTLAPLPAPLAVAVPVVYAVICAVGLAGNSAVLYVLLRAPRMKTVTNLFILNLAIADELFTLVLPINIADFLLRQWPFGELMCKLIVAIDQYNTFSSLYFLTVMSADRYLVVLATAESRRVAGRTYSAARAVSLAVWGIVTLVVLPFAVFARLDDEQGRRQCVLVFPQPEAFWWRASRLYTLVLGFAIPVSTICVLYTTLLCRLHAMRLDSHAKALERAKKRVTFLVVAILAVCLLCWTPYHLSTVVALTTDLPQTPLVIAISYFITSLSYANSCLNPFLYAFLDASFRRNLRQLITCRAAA
pCIP destab: lowers stability of the mouse p/CIP coactivator protein; Q05BA5; F442A p/CIP-EGFP cells, EGFP fluorescence, 16 h; decrease of EGFP signal, % at 10 µM; 0.01% of 290,000 active;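 active = EGFP signal decrease of at least 30% at 10 µM or well 3 SD below plate mean, unless failing retest; inactive = the rest, including hits failing retest or dose response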; note: some compounds called inactive have numbers as strong as hits; many of its hits are not listed in these tables
PHOSPHO1 inh: PHOSPHO1 (human) inhibition | Q8TCT1 | inhibition, % at 13.3 µM | 1.1% of 290,000 active | recombinant PHOSPHO1, absorbance phosphatase assay; in the data active = inhibition above about 60%
Target sequence (Q8TCT1 whole entry, looked up): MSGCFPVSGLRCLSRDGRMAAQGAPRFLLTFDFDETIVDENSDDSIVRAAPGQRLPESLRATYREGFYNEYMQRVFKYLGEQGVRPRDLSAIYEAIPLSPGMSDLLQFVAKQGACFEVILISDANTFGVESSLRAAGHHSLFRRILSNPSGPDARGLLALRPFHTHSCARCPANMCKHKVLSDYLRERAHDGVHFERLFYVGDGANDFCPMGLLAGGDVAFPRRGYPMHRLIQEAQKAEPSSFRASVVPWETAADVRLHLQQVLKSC
An asterisk follows results filed as active; · = no result given.

#1 COc1ccccc1N1CCN(CC(=O)N(CC(C)C)c2c(N)n(CC(C)C)c(=O)[nH]c2=O)CC1
#2 CCN(C(=O)COC(=O)Cc1c[nH]c2ccccc12)C1CCS(=O)(=O)C1 (centres undefined)
#3 COc1ccccc1N1CCN(C(=O)CCS(=O)(=O)c2ccc3c(c2)oc(=O)n3C)CC1
#4 COc1ccc(-c2cc(C(=O)N3CCN(Cc4ccccc4)CC3)no2)cc1OC
#5 O=C(NCc1ccccc1)c1c[nH]c2ccc(S(=O)(=O)Nc3ccc4c(c3)OCCO4)cc2c1=O
#6 CCOc1ccccc1-c1noc(CCCC(=O)NC2CCCCC2)n1
#7 CCOC(=O)c1c(-c2ccc(F)cc2)csc1NC(=O)C1CC=CCC1C(=O)O (centres undefined)
#8 O=C(Nc1nncs1)c1ccccc1NS(=O)(=O)c1cccs1

assay / entry	1	2	3	4	5	6	7	8
NALP1 inh	0	11	3	10	-5	2	12	-1
VIM-2 inhibitor	-0.9	-0.5	0.3	-4.7	-2.6	-1.5	-1.1	0.0
IDE act	2	-2	6	7	5	5	4	0
IMP-1 inhibitor	-0.2	-0.6	-2.8	-1.1	-0.2	-1.1	0.7	-2.3
IDE cell inh	7	-3	1	-1	3	7	-2	5
M18AAP inhibitor	-3	-1	4	-2	-1	-6	12	1
GPR7 antag	-9	-5	-4	0	24	2	-21	-7
pCIP destab	-2	-8	6	2	-9	8	-10	0
PHOSPHO1 inh	15	45	54	7	10	35	-99	21

#9 CC(=O)OCCn1c(=O)c2cc3c(=O)n(CCOC(C)=O)c(=O)c3cc2c1=O
#10 Cc1ccc(C(=O)O)cc1NC(=O)CSc1ncnc2sc3c(c12)CCC3
#11 O=C(NCc1ccc(Cl)cc1)C(=O)NCC1OCCN1S(=O)(=O)c1cc(F)ccc1F (centres undefined)
#12 CCOc1ccccc1Nc1nnc(SCC(=O)Nc2cccc(S(=O)(=O)NC3=NCCCCC3)c2)s1
#13 COc1cccc(-c2ccc(C#N)c(SCC(=O)NCc3ccco3)n2)c1
#14 CCN(CC)CCC(=O)N1c2ccccc2CCc2ccc(NC(=O)OC)cc21
#15 CC(C)c1nc(N2CCN(C(=O)c3ccccc3)CC2)c(C#N)c2c1COC(C)(C)C2
#16 NS(=O)(=O)c1ccc(NC(=S)Nc2ccn(Cc3cccc4ccccc34)n2)cc1

assay / entry	9	10	11	12	13	14	15	16
NALP1 inh	0	-6	-1	16	7	4	0	-3
VIM-2 inhibitor	-4.5	-4.8	-3.3	0.7	-1.1	0.6	-1.2	-4.4
IDE act	0	8	6	-3	0	-4	-4	2
IMP-1 inhibitor	-2.9	-5.2	-2.9	-0.5	-2.5	1.3	-1.1	-2.8
IDE cell inh	2	2	-3	2	-1	0	9	1
M18AAP inhibitor	-1	2	2	-8	-2	2	0	-6
GPR7 antag	-1	-10	-12	-11	-9	3	-3	15
pCIP destab	-4	-11	-6	-9	-8	11	-2	-11
PHOSPHO1 inh	-8	46	25	-21	-8	·	-10	8

#17 CCOc1ccc(-n2ccc(=O)c(C(=O)O)n2)cc1
#18 C=CCn1c(CCNC(=O)c2ccco2)nc2ccccc21
#19 C/C(=N\NC(=O)COc1ccc(C(C)(C)C)cc1)c1cc2ccccc2o1
#20 O=C1c2ccccc2C(=O)N1CC(O)COCc1ccccc1 (centres undefined)
#21 COc1ccccc1N(Cc1ccccc1)S(=O)(=O)c1cccc(C(=O)Nc2cccc(C)n2)c1
#22 O=C(Nc1ccccc1)c1ccc(Br)c(S(=O)(=O)Nc2cccnc2)c1
#23 CCOC(=O)COc1ccc2c(C#N)c3ccccn3c2c1
#24 CC1(C)Cc2cccc(OCC(=O)Nc3nccs3)c2O1

assay / entry	17	18	19	20	21	22	23	24
NALP1 inh	17	8	32	10	18	29	5	29
VIM-2 inhibitor	-0.4	0.1	-1.9	-2.1	-3.2	-2.6	1.4	-2.2
IDE act	3	7	7	3	6	4	2	4
IMP-1 inhibitor	-0.2	-1.2	-1.7	-0.7	-3.4	-1.8	-0.3	-2.8
IDE cell inh	2	1	-4	0	-4	-6	·	-2
M18AAP inhibitor	-4	-9	-7	-5	-1	0	-2	-5
GPR7 antag	-8	-7	-10	-1	-23	2	-2	2
pCIP destab	2	-1	3	-9	6	-10	6	-12
PHOSPHO1 inh	11	32	9	50	24	9	-9	-4

#25 CCOC(=O)CC(NC(=O)c1cccc2c1C(=O)N(Cc1cccnc1)C2)c1ccc(OC(C)C)cc1 (centres undefined)
#26 O=C(c1cccs1)N1CCN(Cc2nc3ccccc3c(=O)[nH]2)CC1
#27 CCOc1ccc(N/C=C/C(=O)c2cc(OC)c(OC)c(OC)c2)cc1
#28 O=C(Cc1ccc(Cl)cc1)N/N=C/c1ccccc1
#29 FC(F)(F)c1cccc(Cc2noc(CN3CCCC3)n2)c1
#30 O=C1/C(=C\c2ccco2)CCC/C1=C\c1ccco1
#31 COC(=O)c1ccc(C2C(C(=O)c3cc4ccccc4o3)=C(O)C(=O)N2CCN2CCOCC2)cc1 (centres undefined)
#32 CCN(CC)CCN1C(=O)c2oc3ccccc3c(=O)c2C1c1ccc(F)cc1 (centres undefined)

assay / entry	25	26	27	28	29	30	31	32
NALP1 inh	22	8	-7	-1	8	-7	-3	17
VIM-2 inhibitor	-3.9	-6.2	-0.4	-7.7	-2.5	0.7	-4.2	-1.9
IDE act	2	-1	-9	-3	2	-32	2	-5
IMP-1 inhibitor	-2.8	-4.2	-1.7	-3.2	-3.3	-0.8	-1.9	-2.1
IDE cell inh	4	6	-2	-2	2	15	-8	3
M18AAP inhibitor	-3	4	4	0	-3	22	1	5
GPR7 antag	-11	-7	-13	4	-13	-6	-8	-2
pCIP destab	-7	3	4	0	-4	12	-6	-6
PHOSPHO1 inh	34	-2	8	26	11	-9	34	-13

#33 Cn1cccc1C(=O)NNC(=O)COc1ccccc1F
#34 CCC(=O)NCc1ccc(-c2nc3ncccc3o2)cc1
#35 COc1cccc(-c2ccc(NC(=O)C3CCCN(Cc4cc(C)[nH]n4)C3)cc2)c1 (centres undefined)
#36 C=CCN1C(=O)/C(=C\c2ccco2)C(C(=O)OC)=C1C
#37 Cc1cccc(OCC(=O)NNC(=O)c2cccs2)c1
#38 CCOc1ccc(NC(=O)Nc2cc(OCC(F)(F)F)cc(OCC(F)(F)F)c2)cc1
#39 Cc1cccc(CC(C)NC(=O)c2oc3c(F)cccc3c2C)n1 (centres undefined)
#40 COc1cc(/C=C/C(=O)OCC(=O)Nc2ccc(C)cc2[N+](=O)[O-])ccc1O

assay / entry	33	34	35	36	37	38	39	40
NALP1 inh	1	10	5	28	-6	3	23	-30
VIM-2 inhibitor	-0.2	-2.9	0.3	-0.5	-2.3	-3.0	1.5	-0.8
IDE act	7	4	-2	5	1	2	5	12
IMP-1 inhibitor	-1.2	-3.0	0.3	-2.1	-2.3	-2.0	1.6	-2.2
IDE cell inh	4	4	4	0	6	1	-1	2
M18AAP inhibitor	-1	-7	-4	11	1	6	-9	-17
GPR7 antag	-7	-12	-1	-6	-8	-8	-7	-12
pCIP destab	-5	11	10	-31	4	-4	10	8
PHOSPHO1 inh	-5	·	11	-15	11	2	34	-13

Taken from above.
Under NALP1 inh, #33 is entered as 1
Under IMP-1 inhibitor, #40 is entered as -2.2

The results go on.
#41 COCCCNc1nc2c(c(=O)n(Cc3cccc(Br)c3)c(=O)n2C)n1C
#42 COc1ccc(C(=O)NC(C)CCn2cccn2)cc1OC1CCN(C(C)C)CC1 (centres undefined)
#43 CC(=O)c1cccc(NC(=O)N2CCCC2C(=O)Nc2ccc3c(c2)OCO3)c1 (centres undefined)
#44 CCOC(=O)C(C)NC(=O)CCc1nnc2ccc(N3CCCCC3)nn12 (centres undefined)
#45 O=C(CSc1ccccc1)Nc1ccc2c(c1)OCCO2
#46 O=C(O)c1ccc2c(c1)CCCN2
#47 CCOC(=O)CC(NC(=O)Cc1ccc(F)cc1)c1ccccc1Cl (centres undefined)
#48 COc1ccc2cc(C3CC(c4ccco4)=NN3S(C)(=O)=O)c(Cl)nc2c1 (centres undefined)

assay / entry	41	42	43	44	45	46	47	48
NALP1 inh	-2	2	-1	1	0	1	6	4
VIM-2 inhibitor	-0.2	-2.0	-1.3	-1.8	-2.0	-0.6	-3.5	-0.2
IDE act	3	4	7	2	3	·	-2	2
IMP-1 inhibitor	-3.7	-2.3	-2.3	-3.0	-2.5	-1.4	-3.4	-0.4
IDE cell inh	0	0	-2	-2	-2	3	0	1
M18AAP inhibitor	1	-5	5	5	-2	2	0	-17
GPR7 antag	-9	-20	-7	-17	-5	-12	14	2
pCIP destab	-3	-27	-11	-14	-5	0	9	-4
PHOSPHO1 inh	37	51	24	27	23	-4	-7	23

#49 O=C(O)[C@H]1CCC(=O)N1Cc1ccco1
#50 Cc1ccc(CNC(=O)C2CC3Cn4c(nc5cc(Cl)c(Cl)cc54)C3N2C)o1 (centres undefined)
#51 Cc1cc2cc(CCNC(=O)c3ccc(S(=O)(=O)N4CCCC4)cc3)c(=O)[nH]c2cc1C
#52 COc1ccc(NC(=O)CCC(=O)OC(C(=O)c2ccccc2)c2ccccc2)cc1 (centres undefined)
#53 CN1C(=O)N(C)C2(c3ccccc3)NNC(N)=NC12c1ccccc1 (centres undefined)
#54 CC(=O)n1cc(N(C(=O)CCl)c2ccccc2)c2ccccc21
#55 FC(F)(F)c1cc(Oc2ccc(Cl)cc2)nc(-c2ccccn2)n1
#56 CC(C)(C)c1[nH]nc2c1C(c1ccoc1)C(C#N)=C(N)O2 (centres undefined)
#57 COc1cc(NC(=O)CC(C)S(=O)(=O)c2cc3c(cc2C)NC(=O)CO3)cc(OC)c1OC (centres undefined)
#58 O=C(Cn1cnc2c(oc3nc4c(cc32)CCCC4)c1=O)Nc1ccccc1

assay / entry	49	50	51	52	53	54	55	56	57	58
NALP1 inh	37	·	4	-26	30	-1	-12	12	11	5
VIM-2 inhibitor	0.8	·	0.5	-0.1	1.8	-1.0	-5.7	-0.8	-1.6	-5.0
IDE act	6	-1	4	8	·	-6	2	1	3	1
IMP-1 inhibitor	-0.3	·	2.2	-2.2	-1.2	-2.9	-1.8	-2.5	-2.5	-4.8
IDE cell inh	10	4	4	2	4	4	-1	3	-3	5
M18AAP inhibitor	1	·	12	-4	-10	5	-8	13	-3	-3
GPR7 antag	8	·	-21	-11	-10	-7	-5	-1	-10	-9
pCIP destab	-11	4	-4	-10	-3	-8	3	-10	-10	-21
PHOSPHO1 inh	-18	25	-2	16	-90	32	73*	-6	37	-14

Sorted by length of the SMILES (low to high): part of the list above
#49 O=C(O)[C@H]1CCC(=O)N1Cc1ccco1
#56 CC(C)(C)c1[nH]nc2c1C(c1ccoc1)C(C#N)=C(N)O2 (centres undefined)
#53 CN1C(=O)N(C)C2(c3ccccc3)NNC(N)=NC12c1ccccc1 (centres undefined)
#50 Cc1ccc(CNC(=O)C2CC3Cn4c(nc5cc(Cl)c(Cl)cc54)C3N2C)o1 (centres undefined)
#57 COc1cc(NC(=O)CC(C)S(=O)(=O)c2cc3c(cc2C)NC(=O)CO3)cc(OC)c1OC (centres undefined)

assay / entry	49	56	53	50	57
NALP1 inh	37	12	30	·	11
VIM-2 inhibitor	0.8	-0.8	1.8	·	-1.6
IDE act	6	1	·	-1	3
IMP-1 inhibitor	-0.3	-2.5	-1.2	·	-2.5
IDE cell inh	10	3	4	4	-3
M18AAP inhibitor	1	13	-10	·	-3
GPR7 antag	8	-1	-10	·	-10
pCIP destab	-11	-10	-3	4	-10
PHOSPHO1 inh	-18	-6	-90	25	37
